DT40 TDP1 CPT: DT40-hTDP1 cell growth loss with CPT; chicken DT40 Tdp1-/-;hTDP1 cells + 20 nM CPT, ATP luminescence, 48 h; Potency, µM (doses to about 46.2 µM), without a hit: top-dose activity change, negative = growth inhibition, actives largely listed as inhibitors; 420,000 compounds, 12% hits; further: nearly all actives have a fitted effect of over 55% in size
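Chicken DT40 Tdp1-/- cells complemented with human TDP1, 400 cells/well, exposed to compounds plus 20 nM camptothecin for at least 48 h at 37 C; viability read as ATP content by CellTiter-Glo luminescence.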
N370S GC: inhibits or activates N370S mutant glucocerebrosidase | P04062 | N370S GC spleen homogenate, 4MU-glucoside fluorescence | Potency, µM (top dose mostly 59.4 µM), for the others: at the highest dose activity change, negative = inhibition, usual class: inhibitors | 330,000 compounds, 0.092% hits | AID 2101;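 further: 0% = full enzyme activity and -100% = no enzyme basal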
FEN1 inh: human FEN1 inhibition; P39748; Recombinant FEN1 flap cleavage, fluorescence, 15 min; Potency, µM (series often up to 114 µM), for inactives: at the top dose activity change, negative = inhibition, hits mostly inhibitors; 390,000 compounds, 0.35% hits; AID 588795; further: nearly all actives have a fitted effect of over 65% in size
Target sequence (P39748 whole entry, looked up): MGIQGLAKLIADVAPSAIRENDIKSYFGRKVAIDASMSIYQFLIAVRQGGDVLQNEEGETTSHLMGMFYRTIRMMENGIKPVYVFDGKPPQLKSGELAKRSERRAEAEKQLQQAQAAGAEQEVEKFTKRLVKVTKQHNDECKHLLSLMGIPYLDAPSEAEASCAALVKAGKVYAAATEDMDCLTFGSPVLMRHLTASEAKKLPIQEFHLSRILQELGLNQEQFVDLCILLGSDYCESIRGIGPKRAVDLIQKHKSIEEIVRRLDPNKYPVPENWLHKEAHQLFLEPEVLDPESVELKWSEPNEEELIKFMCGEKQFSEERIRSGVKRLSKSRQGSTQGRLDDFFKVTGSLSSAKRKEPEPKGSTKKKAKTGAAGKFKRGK
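Enzyme 10 nM, 15 min RT preincubation with compound; start with substrate 50 nM final; reads at 0 and 15 min; qHTS titration, four-parameter Hill fit.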
* marks the source's active call; other numbers are inactive results; ? = inconclusive; . = not tested or not shown; & = joins results of further samples; [ ] = remark or other dose. The call rests on the fitted dose curve; in most records, active means well fitted curve in the direction sought with a large enough effect; inconclusive means small, poorly fitted or top-dose-only effect, or another doubt; inactive means no such curve, though single readings can be large; an effect the other way counts as inactive or inconclusive. Unless noted, on the % scale 0 is the no-effect control and ±100 the full control effect; potency means the concentration at half of the fitted maximal effect. These rows are one share of the data. The share of hits here may be higher or lower than overall.

SMILES	DT40 TDP1 CPT	N370S GC	FEN1 inh
CCOC(=O)c1cn(CC)c2cc(N3CCN(C)CC3)c(F)cc2c1=O	-9.7%	-8.9%	-8.1%
Cc1ccccc1CNC(=O)c1ccc(CSc2nc3cccnc3n2Cc2ccccc2)cc1	?	.	16.1%
CCC(Oc1ccc2ccccc2c1)C(=O)O (stereo unspecified)	-7.1%	?	5.0%
c1cnc(N2CCSCC2)nc1	1.5%	-5.7%[2.35 µM]	-11.8%
O=S(=O)(NCC1CCCO1)c1cnc(Cl)c(Cl)c1 (stereo unspecified)	4.1%	6.0%	-0.9%
N=c1ncn(CC(O)CN2CCOCC2)c2nc(N3CCOCC3)[nH]c12 (stereo unspecified)	6.9%	2.3%	-0.8%
COc1ccc([N+](=O)[O-])cc1NC(=O)CSc1ccc2ccccc2c1	23.1µM*	8.7%	-2.5%
COc1ccc(/C(C)=N/NC(=O)CNC(=O)CCc2ccccc2)c(OC)c1	?	-3.1%	0.7%
CC1CN(CCc2ccccc2)c2nc3c(c(=O)n(C)c(=O)n3C)n2C1 (stereo unspecified)	?	-7.4%	2.9%
COc1ccc(/C=N/NC(=O)CCSc2nc3ccccc3s2)cc1OC	13µM*	3.8%	-23.1%
COc1ccc(CNC(=O)c2ccc3nccnc3c2)cc1	-5.1%	3.1%	-3.1%
Cc1ccc(S(=O)(=O)N(C)c2ccc(OC(=O)c3cccs3)cc2)cc1C	?	.	13.5%
Cc1cccc(N(CC(=O)N/N=C/c2cc([N+](=O)[O-])ccc2Cl)S(C)(=O)=O)c1C	?	-2.7%	-11.1%
NC(=O)C1(N2CCCCC2)CCN(C2CC(=O)N(Cc3ccc(N4CCCC4=O)cc3)C2=O)CC1 (stereo unspecified)	-14.7%	.	-1.3%
NC(=O)COc1ccc(/C=N\NC(=O)CC(=O)NCCc2ccccc2)cc1	20.2%	-8.1%	2.3%
O=C(O)CNC(=O)C(c1ccccc1)c1ccccc1	0.5%	1.9%	3.2%
O=C(CC1N=C2c3ccccc3N=C(SCc3ccc(Cl)cc3)N2C1=O)NCc1cccs1 (stereo unspecified)	-28.8%	.	-16.9%
O=C(c1cc(-c2ccccc2)n[nH]1)N1CCN(S(=O)(=O)c2ccccc2)CC1	?	-6.5%	-3.1%
Cc1ccc(SCCN2CCN(CCc3ccccc3)CCC2=O)cc1	16.4µM*	-8.5%&1.5%	-22.0%&-13.0%
c1ccc(Cc2nn[nH]n2)cc1	-15.1%	1.5%	-1.5%
CC(C)Oc1ccc(C2NC(=O)c3ccccc3O2)cc1 (stereo unspecified)	3.7%	4.1%	1.3%
CC1CCc2c(sc(NC(=O)c3cccs3)c2C(=O)O)C1 (stereo unspecified)	?	-9.5%	-14.4%
CCCc1ccc(OC(C)C(=O)Nc2sc3c(c2C(=O)OC)CCCCC3)cc1 (stereo unspecified)	?	.	-6.2%
Cc1csc(N2CCCC2=O)n1	25.3%	21.6%	13.2%
Cc1nonc1CN(C)C(=O)c1cc(COc2ccc(F)cc2Cl)on1	?	-2.1%	4.4%
Other results:
SMILES	DT40 TDP1 CPT	N370S GC	FEN1 inh
CN(C(=O)CCc1ccccc1F)C1CCCN(Cc2ccccc2F)C1 (stereo unspecified)	18.4µM*	-3.1%	2.7%
C/C(CC(=O)Nc1ccc(N(C)C)cc1)=N\NC(=O)c1ccc(Cl)cc1	-0.7%	3.7%	8.5%
O=C(Nc1cccc(-n2cnnn2)c1)c1cc2ccccc2o1	-25.7%	-0.5%	13.3%
O=C(NC1CCCCC1)c1ccc(CSc2nc3ccncc3n2Cc2ccccc2)cc1	?	.	-10.9%
S=C(NC1CCCCC1)N1CCn2cccc2C1c1cccnc1 (stereo unspecified)	?	9.0%	-1.2%
O=C(CCc1nnc(C2(c3ccc(Cl)cc3)CCC2)o1)N1CCCC(O)C1 (stereo unspecified)	2.1%	-4.0%	-8.8%
O=C(Nc1c(S(=O)(=O)c2ccccc2)csc1Br)c1ccccc1Cl	11.5%	23.7%	-1.6%
CCOC(=S)N/C(=N\S(=O)(=O)c1ccc(C)cc1)c1ccccc1	?	1.6%	-2.0%
O=C(Cn1cc2c(n1)CCCCC2)N1CCCCC1	-2.7%	4.5%	1.7%
CC1(C)CC(=O)C=C(NCCN2CCN(C(=S)Nc3ccc(F)cc3)CC2)C1	1.1%	10.5%	-3.3%
Cc1ccc2c(c1)C(=O)C(=O)N2CC1COc2ccccc2O1 (stereo unspecified)	2.31µM*	5.7%	9.6%
c1cncc(-c2nnc3sc(-c4ccco4)nn23)c1	-29.4%	-2.0%	3.2%
Cc1cccc(Nc2nnc(SCC(=O)Nc3ccccc3[N+](=O)[O-])s2)c1C	?	11.1%	-0.4%
Cc1c(N=Nc2c(-c3ccc([N+](=O)[O-])cc3)[nH]n(C(N)=S)c2=O)cccc1[N+](=O)[O-]	2.91µM*	11.9%	?
Nc1ccccc1Nc1c(F)c(F)nc(F)c1Cl	2.4%	-2.6%	-16.4%
Cc1ccccc1Cn1cc(NC(=O)c2cc(C3CC3)on2)cn1	-10.0%	-0.4%	-21.1%
Clc1ccccc1-c1cc(NCCN2CCOCC2)ncn1	?	-15.7%	.
Cc1cc(C)c2nc(C(F)(F)F)nc(N3CCN(C(=O)c4ccco4)CC3)c2c1	25.9µM*	2.6%	6.7%
O=C(COc1cc2oc(=O)c3c(c2cc1Cl)CCC3)NCC(O)c1ccccc1 (stereo unspecified)	?	0.5%	-1.0%
O=C(Nc1cccc(O)c1)c1ccc(Br)c(S(=O)(=O)N2CCCCC2)c1	-23.6%	5.3%	13.7%
O=C(N/N=C/c1ccccc1O)C1SCCCS1	11.6µM*	1.5%	-19.7%
O=C(COc1cccc2cccnc12)NCc1cccs1	-31.5%	7.9%	12.3%
Cc1ccccc1C(=O)NCCCNC(=O)c1ccco1	-0.7%	7.2%	1.5%
CCOC(=O)C1CCN(CC(=O)N2CCCc3c2c(=O)oc2ccc(OCc4ccccc4)cc32)CC1	-22.4%	.	-27.2%
CC(C)Oc1ccc(/C(O)=C2/C(=O)C(=O)N(CCN3CCNCC3)C2c2ccc(C(C)C)cc2)cc1 (stereo unspecified)	6.8%	-8.8%	6.5%
Later entries
SMILES	DT40 TDP1 CPT	N370S GC	FEN1 inh
CCOC(=O)C(=O)C1(C(=O)OCC)Oc2cc(OC)cc(OC)c2C(=O)C1c1ccccc1 (stereo unspecified)	-1.5%	6.7%	.
COc1ccc(-c2nnc(SCC(=O)Nc3cccnc3Cl)n2C)cc1	-0.7%	-19.3%	6.7%
Cc1nc2c(-c3ccc(F)cc3)c(C)nn2c(C)c1CCC(=O)N1CCN(c2ccccc2)CC1	18.4µM*	-4.4%	-16.1%&0.4%
CC(C)c1ccc(/C=C2\SC(=O)N(CC(=O)NC3CCS(=O)(=O)C3)C2=O)cc1 (stereo unspecified)	23.1µM*	?	-8.3%
CN(C)C(=O)c1cccn(Cc2ccc(C(F)(F)F)cc2)c1=O	-5.0%	-9.9%	-3.0%
CC1CCN(c2ccc(S(=O)(=O)NC3=NCCCCC3)cc2[N+](=O)[O-])CC1	?	16.0%	1.0%
O=C(NCc1cccnc1)/C(=C/c1ccc(-c2cccc(Cl)c2)o1)S(=O)(=O)c1ccccc1	?	-9.2%	-2.5%
O=S(=O)(c1ccccc1F)N1CCN(c2nc(-c3cccs3)nc3ccccc23)CC1	?	.	-11.0%&11.1%
C/C=N/NC(=O)CCCC(=O)N/N=C/C	?	-7.7%	-8.5%
COc1ccc(C2/C=C\CC(NS(=O)(=O)c3ccc(C)cc3)CC(=O)N2Cc2ccccc2F)cc1 (stereo unspecified)	23.1µM*	.	-18.2%
Cn1cc(CC(=O)NCc2ccc(F)cc2)c2ccccc21	0.9%	1.5%	-0.4%
CC(=O)c1sc(NC(C)c2ccccc2)nc1C (stereo unspecified)	9.3%	-16.8%	1.3%
Cc1ccc(CSc2nc3ccc(NC(=O)CC(C)C)cc3s2)cc1	-3.9%	.	0.0%
N#Cc1cc([N+](=O)[O-])ccc1NC(=O)COC(=O)CC1CCCC1	-24.6%	5.7%	11.6%
COCC1CCN(C(=O)CCc2nnc(CCCCc3ccccc3)o2)CC1	-3.8%	8.2%	-5.4%
CCCNC(=O)NC(=O)CSc1ccc(C)cc1C	3.7%	-1.0%	-4.9%
COc1ccc(CNC(=O)CCCCCNC(=O)N2CCn3c2nc2ccccc23)cc1	-5.6%	-22.6%	-8.0%
CCOc1ccc(C(=O)Nc2ccc(N3CCN(S(C)(=O)=O)CC3)cc2)cc1[N+](=O)[O-]	-16.4%	-7.3%	28.8%
CCOc1ccc(NC(=O)c2c(NC(=O)CNCCN3CCOCC3)sc3c2CCC3)cc1	?	?	-1.7%
CCOCC(=O)Nc1cccc(SC)c1	-12.2%	7.1%	3.2%
C=C1CCN([C@@H](C)C(=O)OCc2ccc(C)cc2)S(=O)(=O)c2ccccc21	?	14.8%	-4.9%
COc1ccc(C(=O)Nc2ccccc2C(=O)NCc2ccco2)cc1	-23.2%	6.9%	2.9%
O=C(COc1ccccc1)Nc1ccc(Cl)c(-c2nc3ncccc3o2)c1	-24.8%	2.5%	-1.9%
N#Cc1ccccc1NS(=O)(=O)c1cc2c3c(c1)CCC(=O)N3CCC2	-1.9%	-1.9%	-5.7%
O=C(NCN1CCN(CCO)CC1)c1cnccn1	-10.8%	0.8%	-4.2%
More results.
SMILES	DT40 TDP1 CPT	N370S GC	FEN1 inh
COC(=O)C1CCN(C(=O)COc2cc3sc(C)nc3c3sccc23)CC1	?	-1.2%	-7.4%
CC(=O)c1c(Cl)nc2ccc(Br)cc2c1-c1ccccc1	-20.9%	-18.9%	-21.9%
COc1ccc(Cl)cc1N1C(=O)CC(N2CCc3ccccc32)C1=O (stereo unspecified)	2.4%	15.7%	-11.0%
CN(C)C(=O)N1CCN(C(=O)N2CCOCC2)CC1	0.4%	.	1.8%
O=C(Cc1nc2ccccc2[nH]1)NCc1ccco1	-28.6%	7.4%[2.35 µM]	-3.3%
Cc1cccc(Nc2ncnc(N)n2)c1	4.7%	10.0%	4.4%
O=C(CCCN1C(=O)/C(=C/c2ccccc2Cl)SC1=S)NNC(=O)c1ccccc1	18.4µM*	0.5%	0.6%
O=S(=O)(c1ccc(Br)s1)N1CCN(c2ccnc3cc(Cl)ccc23)CC1	?	0.2%	13.2%
CC(C)n1cnc2cc(NC(=O)c3ccco3)ccc21	0.4%	10.1%	4.1%
CCC[N+](CC#Cc1ccccc1)(CCC)CC(=O)c1ccc(Cl)cc1	?	-11.5%	-3.3%
COc1ccc(CNC(=O)CN2CCN(c3cccc(C)c3C)CC2)cc1	3.3%	5.0%	-13.6%
O=C(CN1CCN(C(=O)c2ccccc2)CC1)NC(=O)NCCC1=CCCCC1	?	.	3.2%
CN(C(=O)CCS(=O)(=O)c1ccc2c(c1)oc(=O)n2C)C1CCCCC1	13.2%	-4.4%	-8.5%
CC(C(=O)NCc1ccc(Cl)cc1)n1ccc2cc(S(=O)(=O)N3CCCC3)ccc21 (stereo unspecified)	?	.	-15.8%
CCNC(=S)N(CCc1c(C)[nH]c2ccc(C)cc12)Cc1ccco1	?	12.8%	?
Cc1ccc(-n2c(N)c(C(N)=O)sc2=S)c(C)c1	?	16.6%	4.1%
O=C(CN1C(=O)NC2(CCCC2)C1=O)NCc1ccc(Cl)cc1	1.0%	.	-12.0%
CC(C)COC(=O)c1ccc(N2C(=O)c3ccccc3C2=O)cc1	-2.3%	9.5%	9.1%
COc1ccc(C=O)cc1COc1ccccc1F	?	20.9%	-6.1%
COC1CCCCC1NS(=O)(=O)c1ccc(Cl)cc1 (stereo unspecified)	2.9%	-3.4%	-0.8%
COc1ccc(NC(=O)CN(C)C(=O)c2cc3c(s2)CCC(C)C3)cc1 (stereo unspecified)	-21.5%	-2.9%	12.3%
CCc1ccc(N2CC(C(=O)N3CCN(c4ccccn4)CC3)CC2=O)cc1 (stereo unspecified)	?	-1.3%	1.3%
CCOc1ccccc1NC(=O)c1ccc(S(=O)(=O)N2CCOCC2)cc1	-8.8%	1.7%	4.8%
O=Cc1c[nH]c2ccc(S(=O)(=O)N3CCOCC3)cc12	-26.2%	-13.9%	0.6%
O=C(O)COc1ccc(/C=N/NC(=O)C2CCCN2S(=O)(=O)c2ccc(Cl)cc2)cc1 (stereo unspecified)	-14.4%	5.9%	10.2%
O=S(=O)(c1ccc(Cl)s1)N1CCN(C/C=C/c2ccccc2)CC1	16.4µM*	10.2%	-10.9%

Sorted by heavy-atom count (descending): some entries from above
SMILES	DT40 TDP1 CPT	N370S GC	FEN1 inh
CC(C(=O)NCc1ccc(Cl)cc1)n1ccc2cc(S(=O)(=O)N3CCCC3)ccc21 (stereo unspecified)	?	.	-15.8%
COc1ccc(CNC(=O)CN2CCN(c3cccc(C)c3C)CC2)cc1	3.3%	5.0%	-13.6%
COc1ccc(NC(=O)CN(C)C(=O)c2cc3c(s2)CCC(C)C3)cc1 (stereo unspecified)	-21.5%	-2.9%	12.3%
O=S(=O)(c1ccc(Cl)s1)N1CCN(C/C=C/c2ccccc2)CC1	16.4µM*	10.2%	-10.9%
CN(C)C(=O)N1CCN(C(=O)N2CCOCC2)CC1	0.4%	.	1.8%
Cc1ccc(-n2c(N)c(C(N)=O)sc2=S)c(C)c1	?	16.6%	4.1%
